PfG6PD inh – PfG6PD (Plasmodium falciparum) enzyme inhibition; PfGluPho enzyme, NADPH resazurin-diaphorase fluorescence; inhibition, % at 20 µM; hit rate 0.78% among 350,000;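 active = inhibition reaching at least a set limit at 20 µM in the primary screen, cut at about 59% in these data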;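 also: 0% = DMSO wells with substrate and 100% = DMSO wells lacking glucose-6-phosphate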
GRIN3A LBD mod – modulates the human NR3A ligand-binding domain | hit rate 2.5% among 340,000 | AID 1259313 | NR3A LBD differential scanning fluorimetry, Tm shift; 0% = protein alone, 100% = glycine-bound protein | Tm shift relative to glycine control, % at 25 µM;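 active = melting temperature shift of at least 10% of the positive control shift, at one fixed dose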
ATG4B inhibitor – inhibitors of human ATG4B cysteine protease; Q9Y4P1; ATG4B cleavage of LC3-PLA2, NBD-HPC fluorescence, 1 h; inhibition, % at 8.33 µM; hit rate 0.51% among 340,000; AID 504462; in the data active = inhibition above about 40%
SENP8 block – SENP8 (human) protease inhibition; inhibition, % at 20 µM; recombinant SENP8, Nedd8 substrate fluorescence; Q96LD8; hit rate 0.64% among 360,000; in the data active = inhibition mostly above about 40%, no sharp cut-off; inactive = mostly below about 27%
Target sequence (Q96LD8 whole entry, looked up): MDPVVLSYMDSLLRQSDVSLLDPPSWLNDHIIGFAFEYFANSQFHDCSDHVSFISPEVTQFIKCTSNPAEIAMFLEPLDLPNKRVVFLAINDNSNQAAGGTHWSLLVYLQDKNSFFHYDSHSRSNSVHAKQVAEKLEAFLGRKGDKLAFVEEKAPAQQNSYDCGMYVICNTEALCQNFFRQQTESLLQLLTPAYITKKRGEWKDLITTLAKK
SENP6 inh – inhibitors of human SENP6 protease | hit rate 1.8% among 330,000 | inhibition, % at 10 µM | Q9GZR1 | Recombinant SENP6 catalytic domain, aminoluciferin luminescence;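 active = inhibition above about 50% at the single tested dose, limit read from the data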;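 also: plate controls were DMSO wells with enzyme for no effect and DMSO wells lacking enzyme for full effect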
hIAP act – human IAP activation; purified human IAP, CDP-Star luminescence, 30 min; stronger effect = higher value; 1 = vehicle-only enzyme, 0 = enzyme-free background; hit rate 0.16% among 330,000; P09923; activation factor at 10 µM;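 active = activation factor of the enzyme at least 2-fold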; also: the source names both 10 and 20 µM as test concentration; values of inactives mirror those of a sister screen read the other way
Target sequence (P09923 whole entry, looked up): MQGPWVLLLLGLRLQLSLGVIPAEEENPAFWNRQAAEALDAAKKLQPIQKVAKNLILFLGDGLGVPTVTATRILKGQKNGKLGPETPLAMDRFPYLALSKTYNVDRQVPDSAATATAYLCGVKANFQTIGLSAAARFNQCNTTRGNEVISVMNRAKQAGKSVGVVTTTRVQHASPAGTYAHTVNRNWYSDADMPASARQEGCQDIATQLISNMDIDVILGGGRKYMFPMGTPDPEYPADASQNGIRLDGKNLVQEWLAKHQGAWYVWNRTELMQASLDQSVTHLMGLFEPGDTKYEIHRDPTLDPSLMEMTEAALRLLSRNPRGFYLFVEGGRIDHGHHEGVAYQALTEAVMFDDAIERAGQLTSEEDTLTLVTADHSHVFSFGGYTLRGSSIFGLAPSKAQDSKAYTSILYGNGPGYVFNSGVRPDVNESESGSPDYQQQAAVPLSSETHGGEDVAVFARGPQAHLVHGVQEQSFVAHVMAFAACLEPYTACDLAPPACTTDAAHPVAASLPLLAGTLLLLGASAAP
MPTP inh – permeability transition pore inhibition. isolated mouse mitochondria, Ca2+ swelling absorbance, 30 min. inhibition, % at 10 µM. hit rate 1.4% among 360,000. AID 602449;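 active = inhibition of 50% or more, scaled per plate between neutral and stimulator controls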;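 also: 0% = DMSO wells given calcium and 100% = 1 mM EGTA wells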
SENP1 FRET inh – SENP1 (human) catalytic domain inhibition. Q9P0U3. recombinant SENP1 catalytic domain, CyPet-SUMO1-YPet FRET cleavage. AID 624204. inhibition, % at 10 µM. hit rate 0.21% among 360,000;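 active = inhibition at least 30% at 10 µM, raw YFP signal under a set limit, fluorescence ratio 0.5 to 1.5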;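 also: 0% = enzyme with DMSO and 100% = no enzyme wells; some results filed as inactive read as strong as hits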
Target sequence (Q9P0U3 419-644 limits assumed): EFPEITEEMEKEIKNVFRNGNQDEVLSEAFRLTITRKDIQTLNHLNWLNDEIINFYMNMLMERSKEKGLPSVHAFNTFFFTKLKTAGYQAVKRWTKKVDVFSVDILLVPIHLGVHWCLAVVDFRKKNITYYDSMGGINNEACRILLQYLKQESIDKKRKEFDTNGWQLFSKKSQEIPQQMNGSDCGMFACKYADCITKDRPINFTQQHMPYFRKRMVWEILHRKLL
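Test system: recombinant human SENP1 catalytic domain, His6-tagged / Medium: pH 8 Tris buffer with EDTA, NaCl, BME, BSA, NP40, catalase / Also added: SUMO1 FRET substrate flanked by Cypet and Ypet, 25 nM / Times: 50 min reaction at room temperature / Signal: FRET, CFP and YFP emission / Control set: no-enzyme low control and enzyme-plus-DMSO high control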
An asterisk follows results filed as active; . = no result given.

Values run as follows: PfG6PD inh | GRIN3A LBD mod | ATG4B inhibitor | SENP8 block | SENP6 inh | hIAP act | MPTP inh | SENP1 FRET inh
C=C(C)CN1C(=O)C2(OCCO2)c2ccccc21
    -8 | 0 | 1 | 7 | 1 | 1.1 | 1.2 | 0
Cc1ccc(Oc2ncccc2NC(=O)CC(CC(=O)O)c2ccccc2)c2c1CCC2 (stereo not given)
    -8 | 0 | -6 | 15 | 11 | 1.1 | 1.8 | 2
Cc1cc(C)cc(Nc2ccc(C(=O)O)cc2[N+](=O)[O-])c1
    1 | -1 | -3 | 17 | -12 | 0.79 | 0.6 | 2
COc1ccc(/C(O)=C2/C(=O)C(=O)N(CCCN(C)C)C2c2ccccc2)cc1OC (stereo not given)
    -18 | -1 | 11 | 5 | 19 | 0.91 | -2.8 | -1
COc1ccc(N2C(=O)CC(Sc3nccc(C)n3)C2=O)cc1 (stereo not given)
    2 | 1 | -2 | 12 | 0 | 1 | 7.7 | -1
CC(=O)Nc1ccc(S(=O)(=O)N(C#N)c2nc(C)cc(C)n2)cc1
    1 | 1 | -1 | 4 | 13 | 1.1 | -0.5 | 0
O=C(COc1ccccc1F)Nc1ccc2[nH]c(=O)[nH]c2c1
    1 | 1 | 2 | 13 | 0 | 0.83 | 1.0 | 0
CC1C(=O)N2CCCc3cc(NC(=O)c4ccccc4C(F)(F)F)cc1c32 (stereo not given)
    -6 | 2 | 0 | 17 | -14 | 1.1 | -0.7 | 2
O=c1ccc(-c2ccccc2)no1
    6 | 1 | -2 | 13 | -3 | 1.2 | 3.5 | -2
COc1ccc(S(=O)(=O)N(CC(=O)NCCCN(C)C)c2ccc(C)cc2)cc1OC
    -17 | 5 | -19 | 27 | -5 | 1.1 | 0.4 | 2
Cc1ccc(NC(=O)CCNS(=O)(=O)c2ccc(Br)cc2)cc1S(=O)(=O)N1CCOCC1
    6 | 1 | -15 | 7 | 10 | 0.96 | -1.4 | -12
O=C(CCCN1C(=O)/C(=C\c2ccco2)SC1=S)Nc1ccc2ccccc2c1
    12 | 8 | -11 | 17 | 10 | 0.99 | 2.8 | 9
COc1ccc2occ(C(C)=O)c2c1
    -4 | 0 | 3 | -2 | 3 | 0.91 | -0.1 | 4
COc1ccccc1CC(=O)NCCCc1ccccc1
    -2 | 1 | -4 | 9 | -11 | 0.86 | -0.2 | 0
Cc1nc(SCc2ccccc2)c2oc3ccccc3c2n1
    14 | 1 | 17 | 16 | 2 | 1 | 3.0 | 1

Exported with each value named: two of the compounds above
> COc1ccccc1CC(=O)NCCCc1ccccc1
  PfG6PD inh: -2
  GRIN3A LBD mod: 1
  ATG4B inhibitor: -4
  SENP8 block: 9
  SENP6 inh: -11
  hIAP act: 0.86
  MPTP inh: -0.2
  SENP1 FRET inh: 0

> C=C(C)CN1C(=O)C2(OCCO2)c2ccccc21
  PfG6PD inh: -8
  GRIN3A LBD mod: 0
  ATG4B inhibitor: 1
  SENP8 block: 7
  SENP6 inh: 1
  hIAP act: 1.1
  MPTP inh: 1.2
  SENP1 FRET inh: 0

Additional records follow:
Values run as follows: PfG6PD inh | GRIN3A LBD mod | ATG4B inhibitor | SENP8 block | SENP6 inh | hIAP act | MPTP inh | SENP1 FRET inh
COC(=O)c1ccc(/C=C(\C#N)c2ccccn2)cc1
    -7 | -4 | 2 | 4 | 35 | 1.1 | -2.2 | 0
COc1ccc(CN2C(=O)c3ccccc3C2=O)cc1C(=O)O
    -8 | 0 | -3 | 10 | -10 | 0.86 | -1.4 | 2
O=C(NCC(c1ccco1)N1CCCCC1)c1cc2c(s1)CCCC2 (stereo not given)
    -10 | 0 | 7 | -50 | -9 | 1 | 0.4 | -27
Cc1cc(=O)oc2cc(OCC(=O)N3CCN(c4ccc(F)cc4)CC3)c(Cl)cc12
    -7 | 1 | -10 | -16 | -5 | 1 | 1.0 | 2
COc1ccc(CC(=O)Nc2ccc(N3CCCC3)c(C)c2)cc1
    25 | -2 | -8 | -16 | -9 | 0.86 | 1.7 | -17
Cc1cc(C(=O)N/N=C/c2cc(Br)cc([N+](=O)[O-])c2O)c2ccccc2n1
    -33 | 1 | 31 | 32 | -4 | 1.1 | 9.2 | 14
Cn1cccc1C(=O)c1cccc([N+](=O)[O-])c1
    -17 | 2 | 0 | 16 | -1 | 0.99 | -1.1 | 1
C/C(CCc1ccccc1)=N\NC(=O)CC(=O)NCCc1ccccc1
    -7 | 3 | -2 | 19 | -4 | 1 | 0.5 | 2
C/C(=N\Nc1cccc(C(=O)O)c1)c1ccc(Cl)s1
    6 | -9 | 19 | -12 | 18 | 0.96 | -0.2 | -1
O=C(COC(=O)c1c(F)cccc1F)Nc1ccccc1OC(F)F
    -18 | -1 | 4 | 7 | -5 | 1 | 0.0 | 2
CC(=O)Nc1ccc(NC(=O)CSc2nc(=O)n(CCCN3CCOCC3)c3c2CCC3)cc1
    0 | . | . | 17 | . | . | 0.3 | 6
CCOCCOC(=O)C1=C(C)NC(=O)NC1c1cc2c(cc1Br)OCO2 (stereo not given)
    1 | -1 | -8 | 14 | -32 | 0.95 | 0.1 | 1
CCOc1ccc(S(=O)(=O)N(CC(=O)NCC2CCCO2)c2ccc(F)cc2)cc1 (stereo not given)
    9 | -3 | -7 | 2 | -5 | 0.91 | 1.2 | 3
CC(C)c1nc2c(c(=O)c3ccccc3n2C)c(=O)n1-c1ccc(F)cc1
    9 | 1 | -8 | 20 | -13 | 1.2 | -0.1 | 4
O=C(OCC(CO)OC(CO)n1ccc(=O)[nH]c1=O)c1ccccc1 (stereo not given)
    -13 | -1 | 2 | 28 | -4 | 0.96 | -2.0 | 2
Cc1ccc(NC(=O)Cc2noc3ccccc23)cc1
    3 | -1 | -15 | 3 | 51* | 0.97 | 1.5 | 0
CCOc1ccccc1CNC(=O)c1nn(CC)cc1[N+](=O)[O-]
    -8 | 2 | 6 | 19 | 6 | 1 | -2.1 | 2
CCCC(CCC)C(=O)Nc1cccc(C(=O)O)c1
    -4 | 0 | -8 | 10 | -14 | 1.1 | -2.2 | 1
CCCOc1ccc2c(=O)c(-c3cc(C(=O)OC)oc3C)c(C)oc2c1
    -1 | -2 | 2 | 6 | -2 | 0.92 | -0.5 | 2
O=C(O)c1ccc2c(c1)C(=O)N(Cc1ccccc1)C2=O
    -28 | -1 | 0 | 21 | -5 | 0.92 | 0.9 | 1
CCCC(=O)Oc1cccc(C2NC(=O)c3ccccc3O2)c1 (stereo not given)
    19 | 1 | 0 | 1 | 6 | 1.1 | -1.2 | 3
CCOC(=O)CSc1nc2ccccc2n1C(=O)OCC
    10 | -5 | -9 | 20 | 9 | 0.99 | -1.1 | -1
COC(=O)c1ccc2c(=O)n(CCN3CCOCC3)c(SCC(=O)Nc3ccc(OC)cc3OC)nc2c1
    -4 | -1 | 2 | 7 | 1 | 1.2 | 0.3 | 1
O=C(Nc1nc(COc2ccccc2)cs1)C12CC3CC(CC(C3)C1)C2
    -4 | -26 | 3 | 12 | -9 | 0.89 | 38 | 0
Cc1cc(C)nc(Sc2c(F)c(F)c(C(F)(F)F)c(F)c2F)n1
    5 | -1 | -6 | 26 | 16 | 0.99 | -0.5 | 2
Cc1cc2c(nn1)CCc1c-2no[n+]1[O-]
    -5 | 1 | -6 | 13 | -32 | 0.99 | 1.2 | 1
O=C(COC(=O)/C=C/c1ccco1)NCc1ccc(Cl)cc1
    20 | 1 | 5 | 1 | -16 | 1 | -0.2 | -2
CNC(=O)C(Sc1ccccc1)c1ccccc1 (stereo not given)
    2 | 1 | -7 | 14 | -9 | 0.93 | -0.9 | -1
Cc1csc(=O)n1CC(=O)OCC(=O)Nc1ccc(F)c(F)c1F
    -6 | . | . | 11 | . | . | 0.2 | 4
Cc1ccc(C(C)C)cc1OCC(=O)N1CCN(C(=O)c2ccco2)CC1
    -2 | 0 | -6 | 4 | -14 | 1.1 | 1.5 | 2
CSc1nc2ccccc2n1C(=O)Oc1ccccc1
    12 | -1 | 4 | 6 | -6 | 1 | 2.6 | 2
Cc1ccc(CC(=O)NCC2CCCCC2)cc1
    -16 | 0 | 2 | 1 | -18 | 1.1 | 0.9 | 1
CCCNC(=O)N(C)C[C@H]1Oc2ncc(C#CCc3ccccc3)cc2C(=O)N([C@H](C)CO)C[C@H]1C
    15 | . | . | -92 | . | . | -2.8 | -4
COc1ccc(NC(=O)CC(=O)Nc2ccc(OC)cc2)cc1
    -4 | 1 | 1 | 14 | -16 | 1 | 1.0 | 0
C/C(=N\NS(=O)(=O)c1ccc(Cl)cc1)c1ccc(O)cc1
    -3 | 0 | -3 | 4 | -9 | 0.65 | 1.9 | 3
CC(C)c1ccc(C(CC(=O)O)N2Cc3ccccc3C2=O)cc1 (stereo not given)
    -6 | 3 | -10 | 9 | 16 | 0.89 | 0.6 | 3
CCN(CC(=O)Nc1c(F)cccc1F)C(=O)c1ccc(S(=O)(=O)N2CCCC2)cc1
    -1 | 1 | 8 | 1 | -22 | 0.99 | -1.2 | 1
COc1ccc(C2CC(=O)C=C(NC3CCCC3)C2)cc1 (stereo not given)
    -15 | 0 | -5 | 7 | -9 | 1.2 | 0.0 | -1
CCOC(=O)c1ccccc1NC(=O)Cn1c(-c2nonc2N)nc2ccccc21
    -11 | -10 | -12 | -2 | 2 | 0.94 | 3.5 | -27
CN(CC(=O)Nc1cccc(F)c1)C(=O)/C=C/c1cn(Cc2ccccc2)nc1-c1cccnc1
    10 | 0 | 15 | -27 | 0 | 0.94 | -2.4 | 2
CCOC(=O)c1c(-c2ccccc2)oc2ccc(O)c(CN3CCOCC3)c12
    9 | 1 | -10 | -30 | -9 | 1.1 | 0.2 | -34
CC(Oc1cc(F)ccc1[N+](=O)[O-])C(=O)N(C)CC(=O)Nc1ccccc1C(F)(F)F (stereo not given)
    2 | 1 | 1 | 14 | -2 | 0.96 | -1.4 | 2
CN(NC(N)=O)c1ncc(C(F)(F)F)cc1Cl
    -14 | 1 | 0 | 23 | -1 | 0.82 | -0.1 | 0
N#Cc1ccccc1NCc1ccccc1
    6 | 4 | -4 | -388 | -31 | 1.1 | -0.9 | 0
Cc1ccc(NC2CCCN(C(=O)CSc3ccccn3)C2)cc1C (stereo not given)
    10 | -2 | 9 | 3 | -9 | 0.87 | 0.4 | 0
NS(=O)(=O)c1ccc(NC(=O)COC(=O)Cc2c[nH]c3ccccc23)cc1
    5 | -5 | -13 | -6 | 1 | 1.2 | -0.6 | 0
C=CCn1c(=NC(=O)C2CC2)sc2cc(NC(C)=O)ccc21
    -3 | -1 | -1 | -384 | -13 | 1.1 | 0.9 | 1
CC(C)(C)c1cc(NC(=O)Nc2ccccc2)no1
    7 | -2 | -12 | 23 | 30 | 0.99 | 1.5 | 1
O=C(NCC(c1cccs1)N1CCOCC1)c1cn(-c2ccccc2)nc1-c1ccc(Cl)cc1 (stereo not given)
    15 | 6 | -15 | 7 | 0 | 1.2 | -1.8 | 2
COc1ccc(/C=N/NC(=O)c2c(-c3ccccc3)noc2C)cc1[N+](=O)[O-]
    12 | 5 | -6 | 11 | -5 | 1.2 | -1.6 | -3
O=C(O)c1ccc(N/N=C/c2cc3c(cc2[N+](=O)[O-])OCO3)cc1
    -4 | 1 | 14 | 20 | -8 | 0.94 | 2.8 | 1
O=C(CSc1nc(C2CC2)nc2c1cnn2-c1ccccc1)Nc1c[nH]c(=O)[nH]c1=O
    10 | -1 | -11 | -38 | -22 | 1.3 | -0.3 | -40
Cc1ccc(CS(=O)Cc2ccc(C(=O)NCCc3ccccc3)o2)cc1 (stereo not given)
    -5 | -3 | -3 | 5 | 12 | 1.1 | 1.1 | 1
